TMEM16A act = activators or potentiators of mouse TMEM16A chloride channel. Q8BHY3. HEK293 TMEM16A/YFP-H148Q/I152L, iodide quench fluorescence; active compounds read low. B-score at 10 µM. 340,000 tested, 0.3% active;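 active = fluorescence-ratio B-score plate-corrected deviation score at least 3 library SD below zero, with starting fluorescence score within 5 deviations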;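 note: channel opened by trigger with iodide after compound preincubation; score built on the fluorescence ratio of max minus min over baseline; more negative score means more quench and so TMEM16A activation or potentiation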
TRPC4 block = TRPC4 (mouse) channel inhibition; Q9QUQ5; HEK293 TRPC4beta/mu-opioid, DAMGO-evoked Fluo4 calcium flux; active compounds read low; B-score at 10 µM; 300,000 tested, 0.39% active; AID 2247;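 active = B-score over 3 SD under the library average, no early fluorescence shift, positive overall ratio signal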
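Assay system: Stable TRPC4beta/mu-opioid receptor HEK293 cells | Reagent: DAMGO in two steps, submaximal then maximal | Compound dosing: Single concentration per test compound | Signal: Fluo4 Ca2+ flux fluorescence | Evaluation: Per-well B score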
MrgX1 ag = agonists of human MrgX1 receptor; Q96LB2; MrgX1-HEK293 cells, Fluo-4 calcium fluorescence, agonist mode; active compounds read high; B-score at 10 µM; 310,000 tested, 0.44% active;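 active = calcium response B-score plate-corrected fluorescence ratio at least 3 library SD, with starting fluorescence B-score inside 5 SD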
Target sequence (Q96LB2 whole entry, looked up): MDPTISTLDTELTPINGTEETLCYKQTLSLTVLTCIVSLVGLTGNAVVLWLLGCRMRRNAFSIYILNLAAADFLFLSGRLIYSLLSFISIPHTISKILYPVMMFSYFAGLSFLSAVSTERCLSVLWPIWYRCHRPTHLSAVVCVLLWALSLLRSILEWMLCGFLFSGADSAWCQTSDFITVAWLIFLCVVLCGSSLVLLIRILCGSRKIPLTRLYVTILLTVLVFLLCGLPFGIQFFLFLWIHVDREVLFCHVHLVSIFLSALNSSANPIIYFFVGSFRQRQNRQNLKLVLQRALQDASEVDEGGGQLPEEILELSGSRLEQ
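times = overnight plating, then 30 min 37 °C plus 30 min room-temperature dye loading | assay system = stable human MrgX1 HEK293 cell line | input = fifteen thousand cells per well | signal = kinetic calcium dye fluorescence, Fluo-4 NW | dosing = compound delivered in addition one of three | read-out = B-scored fluorescence response ratio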
TRPC4 PAM = allosteric potentiators of mouse TRPC4 channel; HEK293 TRPC4beta/mu-opioid, DAMGO EC20, Fluo-4 Ca2+ flux; active compounds read high; B-score at 10 µM; 310,000 tested, 0.42% active; AID 2227;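 active = B-score of calcium response area above 5 SD of library B-scores, with initial fluorescence ratio within 5 SD of library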;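 note: B-score of integrated fluorescence ratio over time as area under calcium response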
MrgX1 PAM = human MrgX1 positive allosteric modulation, primary screen; B-score at 10 µM; MrgX1-HEK293, Fluo-4 calcium flux, FDSS; active compounds read high; 310,000 tested, 0.63% active;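 active = plate-corrected calcium response at least 3 library SD above typical, normal starting fluorescence, not activating the receptor alone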;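 note: compound read alongside a low EC10 to EC30 dose of BAM8-22 agonist; peak minus trough fluorescence over baseline measured at the second addition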
TRPC4 act = TRPC4 (mouse) channel activation. 310,000 tested, 0.49% active. AID 2237. B-score at 10 µM. HEK293 TRPC4beta/mu-opioid, Fluo4 calcium fluorescence; active compounds read high;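 active = B-score above 5 SD of library B-scores, and initial fluorescence ratio not above library mean plus 5 SD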;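 note: positive B-score marks a calcium rise read as TRPC4 activation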
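Incubation: 45 min room-temperature Fluo4 loading, 110 s read / System: HEK293 cells stably co-expressing mouse TRPC4beta and mu-opioid receptor / Signal: Fluo4 fluorescence, kinetic / Control set: buffer (low) and maximal DAMGO (high) / Measure: integrated baseline-normalised fluorescence ratio, converted to per-well B score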
TRPC6 inh = mouse TRPC6 channel inhibition. Q61143. HEK293-TRPC6, membrane potential dye, ACh-evoked depolarization; active compounds read low. B-score at 10 µM. 310,000 tested, 1.1% active;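 active = B-score under library mean minus 3 SD, initial fluorescence not abnormally high, positive integrated signal ratio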;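 note: B-score derived from integrated fluorescence ratio over the kinetic read; more negative B-score means stronger inhibition of depolarization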
MrgX1 antag = antagonists of human MrgX1 receptor. MRGX1-HEK293 calcium flux, Fluo-4, BAM8-22 antagonism; active compounds read low. 310,000 tested, 1.3% active. B-score at 10 µM;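 active = calcium-response B-score plate-corrected more than 3 library SD below zero, starting fluorescence within 5 deviations, no agonist response on first addition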;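 note: peak minus trough fluorescence over baseline after final BAM8-22 challenge near maximal dose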
TMEM16A inh = blocks the mouse calcium-activated chloride channel TMEM16A. HEK293 TMEM16A/YFP iodide influx fluorescence, ionomycin. normalized B-score (activity score, 25-100; higher = stronger inhibition) at 10 µM. 310,000 tested, 1.2% active;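 active = ratio plate-corrected score three or more library SD toward inhibition, starting fluorescence score within five deviations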;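 note: score derived from kinetic fluorescence span divided by baseline fluorescence per well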
RGS4 inh = human RGS4 inhibition | P49798 | HEK293 M3R/RGS4 inducible, Fluo-4 calcium flux; active compounds read high; triggered by carbachol at its EC20 | B-score at 10 µM | 310,000 tested, 0.45% active;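 active = B-score, a plate-corrected calcium signal, over three deviations above library mean, with baseline fluorescence within five deviations of library mean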;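 note: RGS4 expression induced by doxycycline in cells with stable M3 receptor; B-score is computed from the integrated fluorescence ratio over baseline after carbachol; higher B-score means a larger calcium signal and so more RGS4 inhibition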
Target sequence (P49798 whole entry, looked up): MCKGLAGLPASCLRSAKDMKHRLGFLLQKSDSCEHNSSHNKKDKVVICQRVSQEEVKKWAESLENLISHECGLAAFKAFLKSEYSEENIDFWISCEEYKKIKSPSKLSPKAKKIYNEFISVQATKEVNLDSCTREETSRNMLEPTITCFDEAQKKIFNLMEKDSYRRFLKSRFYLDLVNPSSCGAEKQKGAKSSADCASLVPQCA
TRPC6 activator = activates the mouse TRPC6 cation channel; 310,000 tested, 0.13% active; AID 2550; Q61143; HEK293-TRPC6 membrane potential dye fluorescence; active compounds read high; B-score at 10 µM;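 active = B-score of the integrated fluorescence ratio above library mean plus 3 SD, and starting fluorescence ratio within library mean plus 5 SD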;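 note: higher score means more depolarization so channel activation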
An asterisk follows results filed as active; i = inactive; . = not tested or not shown.

Each structure is followed by: TMEM16A act | TRPC4 block | MrgX1 ag | TRPC4 PAM | MrgX1 PAM | TRPC4 act | TRPC6 inh | MrgX1 antag | TMEM16A inh | RGS4 inh | TRPC6 activator
NC(=O)CSc1cn(Cc2ccc(F)cc2)c2ccccc12
  i | i | i | i | i | i | i | i | i | i | i
C=C(C)Cn1c(SCC(=O)N/N=C/c2cccc(O)c2)nc2ccccc2c1=O
  i | i | i | i | i | i | i | i | i | i | i
COC(=O)c1ccccc1NC(=O)c1ccc(COc2ccc3c(c2)CCC3)cc1
  i | i | i | i | i | i | i | i | i | i | i
CN(Cc1ccccc1)C(=O)COC(=O)C1CCN(S(=O)(=O)c2ccc3c(c2)OCCO3)CC1
  i | i | i | i | i | i | i | i | i | i | i
C=CCn1c(-c2cc3c(s2)CCC(CC)C3)n[nH]c1=S (configuration not stated)
  i | i | i | i | i | i | i | i | i | i | i
CC(C)NC(=O)NC(=O)CSc1nnc(-c2c[nH]c3ccccc23)o1
  i | i | i | i | i | i | i | i | i | i | i
C=CCOC(=O)C1=C(C)NC(=O)NC1/C=C/c1ccccc1OC (configuration not stated)
  i | i | i | i | i | i | i | i | i | i | i
O=C(Nc1ccccc1-c1nnc(SCc2ccc(Cl)cc2)o1)c1ccccc1
  i | i | i | i | i | i | i | -7.12* | i | i | i
CCC(CC)NC(=O)c1ccc2nc[nH]c2c1
  i | i | i | i | i | i | i | i | i | i | i
N#Cc1c(SCC(=O)Nc2nncs2)sc2c(O)cc(=O)[nH]c12
  i | i | i | i | i | i | i | i | i | i | i
CC(C(=O)N1CCCc2ccccc21)N1CCN(S(=O)(=O)c2ccccc2F)CC1 (configuration not stated)
  i | i | i | i | i | i | i | i | i | i | i
O=C(NCc1cc(F)cc(C(F)(F)F)c1)C1CCC(=O)N(C2CCCC2)C1 (configuration not stated)
  i | i | i | i | i | i | i | i | i | i | i
CCSc1nc2c(sc3ccccc32)c(=O)n1C(C)C
  i | i | i | i | i | i | i | i | i | i | i
FC(F)(F)c1ccc(C2NCCc3sccc32)cc1 (configuration not stated)
  i | i | i | i | i | i | i | i | i | i | i
Cc1ccc(CN2C(=O)CSC2c2cccnc2)cc1 (configuration not stated)
  i | i | i | i | i | i | i | i | i | i | i

Continued:
Each structure is followed by: TMEM16A act | TRPC4 block | MrgX1 ag | TRPC4 PAM | MrgX1 PAM | TRPC4 act | TRPC6 inh | MrgX1 antag | TMEM16A inh | RGS4 inh | TRPC6 activator
O=C(NCCC1=CCCCC1)c1cccc(S(=O)(=O)N2CCCCC2)c1
  i | i | i | i | i | i | i | i | i | i | i
O=C(O)CCC(=O)c1ccc2c(c1)CCCC2
  i | i | i | i | i | i | i | i | i | i | i
CCC(Sc1nc2ccc(C)cc2[nH]1)C(=O)O (configuration not stated)
  i | i | i | i | i | i | i | i | i | i | i
Cc1ccc(NC(=O)CSc2nnc(-c3ccc(S(=O)(=O)N4CCCC4)cc3)o2)cc1C
  i | . | i | . | i | . | . | i | i | . | .
CC(=O)Nc1ccc(NC(=O)C(C)OC(=O)CCc2nc3ccccc3s2)cc1 (configuration not stated)
  i | i | i | i | i | i | i | i | i | i | i
O=C(NCCc1ccc(Cl)cc1)c1cccc(N2CCCC2=O)c1
  i | i | i | i | i | i | i | i | i | i | i
CN1CCN(C(=O)c2cc(=O)c3cc(Cl)ccc3o2)CC1
  i | i | i | i | i | i | i | i | i | i | i
O=c1nc(N/N=C/C=C/c2ccccc2)cn[nH]1
  i | i | i | i | i | i | i | i | i | i | i
Cc1[nH]n(-c2ccccc2)c(=O)c1C=NC1CCCCCC1
  i | i | i | i | i | i | i | i | i | i | i
CC(C)NC(=O)c1onc(CSc2ccc(Cl)cc2)c1C(=O)O
  i | i | i | i | i | i | i | i | i | i | i
COc1ccc(C(=O)N[C@H](C(=O)Nc2nc3c(s2)CCCC3)C(C)C)cc1
  i | i | i | i | i | i | i | i | i | i | i
CC1(C)CC(=O)c2cc(C(=O)N3CCCC(C)(C)C3)c(=O)n(-c3ccccc3)c2C1
  i | i | i | i | i | i | i | i | i | i | i
O=C(NCCCc1ccncc1)C1CCC(=O)N(Cc2cccc(F)c2)C1 (configuration not stated)
  i | i | i | i | i | i | i | i | i | i | i
COc1ccc(NC(=O)CCc2nnc3ccc(N4CCC(C)CC4)nn23)cc1
  i | i | i | i | i | i | i | i | i | i | i
C=CCOc1ccc(/C=C\c2nc(O)c([N+](=O)[O-])c(=O)[nH]2)cc1OCC
  i | i | i | i | i | i | i | i | i | i | i

New compounds follow:
Each structure is followed by: TMEM16A act | TRPC4 block | MrgX1 ag | TRPC4 PAM | MrgX1 PAM | TRPC4 act | TRPC6 inh | MrgX1 antag | TMEM16A inh | RGS4 inh | TRPC6 activator
CCOC(=O)C1CCCN(C(=O)c2cc(Nc3ccc(OC)cc3)nc3ccccc23)C1 (configuration not stated)
  i | i | i | i | i | i | i | i | i | i | i
C=CCOc1c(Br)cc(/C=N/n2c(CC)n[nH]c2=S)cc1Br
  i | i | i | i | i | i | i | i | i | i | i
O=C(CCS(=O)(=O)c1ccc(Cl)cc1)N1CCN(S(=O)(=O)c2cccs2)CC1
  i | i | i | i | i | i | i | i | i | i | i
O=C(CN1CCOCC1)NNC(=O)c1ccc([N+](=O)[O-])cc1
  i | i | i | i | i | i | i | i | i | i | i
O=C(CN1C(=O)N/C(=C\c2ccccc2OCc2ccc(C(=O)O)cc2)C1=O)Nc1ccc(F)cc1
  i | i | i | i | i | i | i | i | i | i | i
Cc1ccc2oc(=O)cc(/C=C/c3ccccc3)c2c1
  i | i | i | i | i | i | i | i | i | i | i
CCCN1CCN(C(=O)Cn2cnc3sc(C)c(S(=O)(=O)N4CCC(C)CC4)c3c2=O)CC1
  i | i | i | i | i | i | i | i | i | i | i
Cc1cc(C)cc(C(=O)N2CCN=C2SCc2ccc([N+](=O)[O-])cc2)c1
  i | i | i | i | i | i | i | i | i | i | i
Cn1c(=O)c2c(nc(CN3CCOCC3)n2CCN2CCOCC2)n(C)c1=O
  i | i | i | i | i | i | i | i | i | i | i
Cc1c(C)n(CCN(C)C)c2ncnc(NCc3ccccc3)c12
  i | i | i | i | i | i | i | i | i | i | i
COCCNC(=O)Cn1nc(C(F)(F)F)c(Br)c1C
  i | i | i | i | i | i | i | i | i | i | i
O=C(c1cccc(S(=O)(=O)N2CCOCC2)c1)N(Cc1ccc(F)cc1)Cc1ccco1
  i | i | i | i | i | i | i | i | i | i | i
O=C(O)c1cc([N+](=O)[O-])ccc1NCc1cccnc1
  i | i | i | i | i | i | i | i | i | i | i
O=C(Nc1ccnn1C1CCN(Cc2ccc(C#CCCO)cc2)CC1)c1cccc(F)c1
  i | i | i | i | i | i | i | i | i | i | i
CCCCN1C(=O)/C(=C/C=C2\Oc3ccccc3N2CC)SC1=S
  i | i | . | i | . | i | i | . | . | i | 34.8*

Further entries
Each structure is followed by: TMEM16A act | TRPC4 block | MrgX1 ag | TRPC4 PAM | MrgX1 PAM | TRPC4 act | TRPC6 inh | MrgX1 antag | TMEM16A inh | RGS4 inh | TRPC6 activator
Cc1nc2ccccc2nc1OCC(=O)Nc1ccc2ccccc2c1
  i | i | i | i | i | i | i | i | i | i | i
Cc1ccc(/C=N/NC(=O)c2cccc(S(=O)(=O)Nc3ccccc3Cl)c2)s1
  i | i | i | i | 10.6* | i | i | i | i | i | i
COc1cc(CCC(=O)OCC(=O)NC(=O)c2ccc(Cl)cc2)cc(OC)c1OC
  i | i | i | i | i | i | i | i | i | i | i
Cc1ccc(N2C(=O)CSC2c2ccccn2)cc1Cl (configuration not stated)
  i | i | i | i | i | i | i | i | i | i | i
CCC(C)NC(=O)[C@H](CSCc1ccccc1)N1Cc2ccccc2C1=O (some centres not stated)
  i | i | i | i | i | i | i | i | i | i | i
O=C(CN(C(=O)c1csnn1)c1cccc(Cl)c1)NCCc1ccccc1
  i | i | i | i | i | i | i | i | i | i | i
Cc1nnsc1C(=O)Nc1ccc(S(=O)(=O)N2CCCCC2C)cc1 (configuration not stated)
  i | i | i | i | i | i | i | i | i | i | i
CN(C(=O)c1ccccc1C(=O)OCC(=O)NC(=O)NC(C)(C)C)C1CCCCC1
  i | i | i | i | i | i | i | i | i | i | i
Cc1cc(-c2nnc(SCC(=O)c3ccc4c(c3)OCCO4)o2)no1
  i | i | i | i | i | i | i | i | i | i | i
C=CCNC(=O)COc1ccc(Oc2ccccc2)cc1
  i | i | i | i | i | i | i | i | i | i | i
N#C/C(=C/c1ccc(Oc2ccc([N+](=O)[O-])cn2)cc1)C(=O)N1CCOCC1
  i | i | i | i | i | i | i | i | i | i | i
COCCNC(=O)c1ccccc1NC(=O)c1ccccc1N(C)S(=O)(=O)c1ccc(C)cc1
  i | i | i | i | i | i | i | i | i | i | i
COc1ccc(-c2nsc(SCC(=O)Nc3ccc4c(c3)OCO4)n2)cc1
  i | i | i | i | i | i | i | i | i | i | i
CN(C)CCCN(C(=O)c1ccco1)c1nc(-c2ccc(Cl)cc2)cs1
  i | -6* | i | i | i | i | -7.29* | i | i | i | i
COc1ccc(/C=N/NC(=O)CN(C2=NS(=O)(=O)c3ccccc32)c2ccccc2)cc1OC
  i | i | i | i | i | i | i | i | i | i | i

Other records follow.
Each structure is followed by: TMEM16A act | TRPC4 block | MrgX1 ag | TRPC4 PAM | MrgX1 PAM | TRPC4 act | TRPC6 inh | MrgX1 antag | TMEM16A inh | RGS4 inh | TRPC6 activator
O=S(=O)(Cc1ccccc1)Nc1ccc(Br)cn1
  i | i | i | i | i | i | i | i | i | i | i
CCCCCCSc1ccc([C@H]2N[C@@](CC(C)C)(C(=O)OC)[C@H]3C(=O)N(C)C(=O)[C@@H]23)cc1OC
  i | i | i | i | i | i | i | i | i | i | i
CC1=NN(/C(=N\c2nnc(C)s2)Nc2ccc(C(C)(C)C)cc2)[C@H](c2ccc(C)cc2)S1
  i | i | i | i | i | i | i | i | i | i | i
COc1cc2nc(N(C)C)nc(N)c2cc1OC
  i | i | i | i | i | i | i | i | i | i | i
S=c1[nH]nc(CSc2nc3ccccc3s2)n1C1CCCCC1
  i | i | i | i | i | i | i | i | i | i | i
COc1cccc(-n2nc(C(=O)Nc3ccc4c(c3)OCO4)c3ccccc3c2=O)c1
  i | i | i | i | i | i | i | i | i | i | i
